# Screens: PubChem BioAssay, National Center for Advancing Translational Sciences (NCATS)
# Pf Dd2 inh = inhibitors of Plasmodium falciparum Dd2 growth. P. falciparum Dd2 growth, SYBR Green, 72 h. Potency, µM (doses to about 28.9 µM), for inactives: at the highest dose activity, negative = inhibition, actives largely listed as inhibitors. 4.3% of 120,000 active; active means well fitted inhibition curve with a large enough effect; inconclusive means small, poorly fitted or top-dose-only effect; inactive means no such curve, though single readings can be large or run the other way;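 further: plate controls were DMSO vehicle for no effect and reference drug for full effect; nearly all actives have a fitted effect of over 65% in size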
#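 Readout: SYBR Green fluorescence, 485 nm excitation, 535 nm emission, after ~16 h lysis at 37C. Before that, Dd2-infected red cells (2.5% hematocrit) grew 72 h with compound, 29 uM top final concentration.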
# Starred values were filed as active, the others as inactive; i = inactive; ? = inconclusive; ! = not confirmed by another sample; [ ] = dose if it differs, or a comment. Potency means the concentration at half of the fitted maximal effect. This is a subset; the hit share may differ from the screen's.
SMILES,Pf Dd2 inh
Cc1ccc(-n2c3c(cc(C(=O)Nc4ccccc4C(N)=O)c2=O)C(=O)CC(C)(C)C3)cc1,-28%
O=C(NCc1ccccc1)C1CCN(c2ncnc3c2nc2n3CCCCC2)CC1,22%
Cc1ccsc1C(=O)N(C)CC1(C)CCOCC1,-2%
O=C(CCC1CCCN(Cc2nc3c(s2)CCCC3)C1)Nc1ccccc1F (stereo unspecified),?
Cc1ccc2c(c1)nc1n2[C@@H](CNS(C)(=O)=O)COC1,-12%[44.1 µM]
CCc1ccc(-c2nc(CN3CCC(C(=O)NCCc4ccc(C)cc4)CC3)c(C)o2)cc1,26%
CCCC(=O)Nc1nnc(S(=O)(=O)N(C)Cc2ccc(Cl)cc2)s1,i
O=C(O)C1CCc2sc(C(=O)N3CCCCCC3)cc2C1 (stereo unspecified),-11%
Cc1ccc(-c2ccc3nnc(CNC(=O)c4cc(F)ccc4F)n3n2)cc1,-12%
COCCn1cnnc1C(C)NC(=O)CCc1nc2ccccc2[nH]c1=O (stereo unspecified),-6%
Cc1ccc(CC(=O)N2CCC(Cc3nc(C(C)C)no3)CC2)cc1,5%
Cc1cc2c(cc1C)C(c1cccc(OC(C)C)c1)CC(=O)N2 (stereo unspecified),i
Cc1ccc2c(C(=O)NC3CC3)cnn2c1,-6%[44.1 µM]
O=C(c1ccc(-c2cccc(O)c2)nc1)N1CCC(CCc2ccccc2)CC1,?
Cc1cccc(C)c1-c1nc(C(=O)N2CCN(c3ncccn3)CC2)n2ccccc12,13µM*!
CCOc1ccccc1CN1CCN(c2cc(C)nc(N)n2)CC1CCO (stereo unspecified),?
COc1ccc2[nH]c(=O)c(CCC(=O)NCC(N)=O)cc2c1,-22%
COc1ccc(CCNC(=O)CCS(=O)(=O)c2cc(Br)cc3c2N(C(C)=O)CC3)cc1OC,?
O=C(c1ccccc1)N1CCOc2ccc(CN3CCc4ccccc4C3)cc2C1,7.9µM*
O=c1cc(-c2ccccc2)n2c(SCc3c(F)cccc3Cl)nnc2[nH]1,8%
Fc1cccc(CSc2nc(NCCc3ccccc3)c3ccccc3n2)c1,?
COc1cccc(CC(=O)NCc2ccc(Cl)s2)c1,-6%
COc1ccccc1CC(=O)N1CC[C@@H]2NC(=O)[C@H]3C[C@H](NC(=O)C4CCC4)CN3C(=O)[C@H]21,17%
COCC(=O)N[C@H]1C[C@@H](c2nc(-c3ccc(F)cc3)no2)N(C)C1,i
COc1cccc(OC)c1-c1nc(C)c(C)cc1C(N)=O,-9%
CN(C)C(=O)C1CCc2nnc(CNC(=O)c3ccc(Cl)cc3Cl)n21 (stereo unspecified),16%
COc1ccc(-n2c(SCC(=O)N3CCC(C)CC3)nc3c([nH]c4ccccc43)c2=O)cc1,8%
CCOc1ccccc1NC(=O)N1CCC(Oc2ncccc2C(=O)N2CCCCC2)C1 (stereo unspecified),-18%
CCC(=O)N1CCN(c2nc3c(s2)CC(C(=O)Nc2ccc4c(c2)OCO4)CC3)CC1 (stereo unspecified),?
O=C(Cn1c2ncccc2c(=O)n1-c1ccccc1)Nc1ccc(F)c(F)c1,-16%
COc1ccc(N2Cc3c(ncnc3N3CCC(N4CCCCC4)CC3)N(C)CC2=O)cc1,-18%
O=C(C1CC=CC1)N1CC(F)(F)C[C@H]1c1nc(-c2ncccn2)no1,i
Cc1ccccc1CCC1CCCN(S(=O)(=O)c2cccnc2)C1 (stereo unspecified),?
O=C(C1CC=CC1)N1CCC(N2C(=O)C(OCC3CC3)C23CCCCC3)CC1 (stereo unspecified),?
COc1ccc(C(=O)NCC(=O)OCc2cc(=O)n3nc(C4CCCCC4)sc3n2)cc1,29%
CCc1nc(-c2c3n(c(=O)n(Cc4cccc(C)c4)c2=O)CCCC3)no1,i
COCCN1C(=O)[C@H]2CN(Cc3ccc(C)o3)C[C@H]2C1=O,i
COCCOC1CCOC2(CCN(C(=O)Cc3cccc(C)c3)CC2)C1 (stereo unspecified),?
Cc1cc(Cl)ccc1NC(=O)CN1C(=O)C(=O)c2ccccc21,i[5.79 µM]
COCCCN1CN=C(NS(=O)(=O)c2ccc(NC(C)=O)cc2)NC1,16%
Cc1ccc(NC(=O)N2CCN(c3cc(-c4noc(C)n4)ccc3C)CC2)c(C)c1,16%
CCC1CCCCN1C(=O)Cn1c(=O)oc2cc(S(=O)(=O)N3CCCCC3)ccc21 (stereo unspecified),?
CC(=O)Nc1ccc(CN2C(=O)OC3(CCN(Cc4ccc(C(C)C)cc4)CC3)C2(C)c2ccccc2)cc1 (stereo unspecified),-14%
O=C(c1cc(F)cc(F)c1)N1CCC(c2n[nH]c(=O)n2-c2ccccc2)CC1,?
CCN(CC)S(=O)(=O)c1ccc2c(c1)N(CC(=O)N(C)Cc1ccccc1)C(=O)CO2,-12%
Cc1ccc(CNC(=O)CN2C(=O)CCn3nc(-c4ccccc4)cc32)cc1,11%
O=C(NCc1ccc(OC(F)(F)F)cc1)N1CCC2(CC1)CN(c1ccccc1)C2=O,?
COc1ccc(C2C=C(c3ccccc3)Nc3nc(NS(=O)(=O)c4ccccc4)nn32)cc1 (stereo unspecified),?
Cc1cccc(N2CCN(c3cc(C)nc4c(-c5ccc(Cl)cc5)c(C)nn34)CC2C)c1 (stereo unspecified),22%
CCNC(=O)[C@@H]1C[C@H](NC(=O)CCOC)CN1Cc1ccc(F)cc1C,-11%
COc1ccc(N2CC(c3noc(-c4cccc(F)c4)n3)CC2=O)cc1OC (stereo unspecified),7%
COc1ccc(N2CCN(S(=O)(=O)c3ccc(CC(C)C)cc3)CC2)cc1,42%[activator]
COc1ccc(CC(=O)N2C[C@@H]3C[C@H](C2)c2c(-c4ccc(NC(C)=O)cc4)ccc(=O)n2C3)cc1,-17%
CC(=O)Nc1nc2c(s1)C[C@@H]1[C@](C)(CO)[C@H](O)CC[C@@]1(C)[C@@H]2CC(=O)NC1CC1,i
O=C1c2cnc(-c3ccc(F)cc3)nc2OCCN1Cc1ccc(F)cc1F,i
CCN(CC)Cc1nc(C2(O)CCN(C3CCN(C(C)=O)CC3)CC2)cs1,i
O=C(CCC1N=C2c3ccccc3N=C(SCC(=O)NCCc3ccccc3)N2C1=O)NCc1ccc(F)cc1 (stereo unspecified),-19%
Cc1cccc(NC(=O)N2CC(C(=O)N(C)C)C3(CCOCC3)C2)c1C (stereo unspecified),0%
Cc1ccc(CN2C[C@@H](CO)[C@H](c3nc(C)no3)C2)cc1,?
O=C([C@@H]1C[C@H](Oc2cccnc2)CN1C(=O)c1cnccn1)N1CCCC1,14%
# Following part:
SMILES,Pf Dd2 inh
CCC1(CC)CCN(C(=O)c2coc(COc3ccc4sc(C)nc4c3)n2)C1,-8%
COc1ccc(Cl)cc1-c1ccc2c(c1)C(=O)N1CCN(C(=O)[C@@H](O)c3ccccc3)C[C@H]1C(=O)N2,i
Cc1cn2nc(C(=O)Nc3ccc(Cl)cc3)cc2c(N(C)Cc2ccccc2)n1,?
COc1ccc(NC(=O)CCC2CCCN(S(=O)(=O)c3ccccc3)C2)cc1F (stereo unspecified),i
CC[C@@H]1[C@H](NC(=O)C2(c3ccc(S(C)(=O)=O)cc3)CCC2)[C@@H]2CCO[C@H]12,-7%
COc1ccc(-c2noc(-c3nnn4c3COC(c3ccc(C)cc3C)C4)n2)cc1F (stereo unspecified),i
COc1ccc(CNC(=O)[C@@H]2Cc3cn(Cc4ccncc4)c4cccc(c34)[C@H](CC(C)C)N2)cc1,i
Cc1nc(SCC(=O)Nc2ccc(C(=O)O)cc2)n[nH]1,2%
Cc1ccc(NC(=O)N2Cc3[nH]cnc3C[C@H]2c2nc(-c3ccc(C)cc3)no2)cc1,?
CCCn1c2ccccc2c2cnn(CC(=O)NCCCN(CC)c3ccccc3)c(=O)c21,i
Cc1cnccc1CNC(=O)c1cc(COc2ccc3c(c2)OCO3)[nH]n1,-11%
COc1ccc(NC(=O)C2=CC(c3cccs3)=NS(=O)(=O)N2C)cc1,1%
CCOc1ccc(C(CC(=O)Nc2ccc(C(=O)OC)cc2)N2Cc3ccccc3C2=O)cc1OC (stereo unspecified),20%
COc1cc(OC)cc(-c2cc3nc(C)c(CCC(=O)Nc4ccccc4OC)c(C)n3n2)c1,i
Cc1ccc(S(=O)(=O)N2CCC(Oc3ncccc3C(=O)N(C)C)C2)cc1C (stereo unspecified),i
COc1ccccc1CN1CCOCC2(C1)CN([S+](=O)([O-])c1ccccc1)C2,?
CCN(CC)Cc1cnc2c(C(=O)N3CCCC(C(N)=O)C3)cnn2c1 (stereo unspecified),17%
CCOC(=O)C[C@@H]1C[C@@H](C(C)C)[C@H](CNC(=O)c2cccnc2)C=C1C,i
CCNC(=O)Nc1ccc(OCC(=O)NC2CCCC2)nc1,31%[activator]
CCN(CC)C(=O)[C@@H]1C[C@@H](NC(=O)c2ccn(CC)c(=O)c2)CN1C(C)=O,13%

# Sorted by molecular weight (lowest first): 18 of the compounds above.
SMILES,Pf Dd2 inh
Cc1nc(SCC(=O)Nc2ccc(C(=O)O)cc2)n[nH]1,2%
CCNC(=O)Nc1ccc(OCC(=O)NC2CCCC2)nc1,31%[activator]
CCN(CC)Cc1cnc2c(C(=O)N3CCCC(C(N)=O)C3)cnn2c1 (stereo unspecified),17%
Cc1cnccc1CNC(=O)c1cc(COc2ccc3c(c2)OCO3)[nH]n1,-11%
O=C([C@@H]1C[C@H](Oc2cccnc2)CN1C(=O)c1cnccn1)N1CCCC1,14%
CCN(CC)C(=O)[C@@H]1C[C@@H](NC(=O)c2ccn(CC)c(=O)c2)CN1C(C)=O,13%
COc1ccc(NC(=O)C2=CC(c3cccs3)=NS(=O)(=O)N2C)cc1,1%
CC[C@@H]1[C@H](NC(=O)C2(c3ccc(S(C)(=O)=O)cc3)CCC2)[C@@H]2CCO[C@H]12,-7%
COc1ccccc1CN1CCOCC2(C1)CN([S+](=O)([O-])c1ccccc1)C2,?
Cc1ccc(S(=O)(=O)N2CCC(Oc3ncccc3C(=O)N(C)C)C2)cc1C (stereo unspecified),i
Cc1cn2nc(C(=O)Nc3ccc(Cl)cc3)cc2c(N(C)Cc2ccccc2)n1,?
Cc1ccc(NC(=O)N2Cc3[nH]cnc3C[C@H]2c2nc(-c3ccc(C)cc3)no2)cc1,?
COc1ccc(NC(=O)CCC2CCCN(S(=O)(=O)c3ccccc3)C2)cc1F (stereo unspecified),i
CCCn1c2ccccc2c2cnn(CC(=O)NCCCN(CC)c3ccccc3)c(=O)c21,i
COc1cc(OC)cc(-c2cc3nc(C)c(CCC(=O)Nc4ccccc4OC)c(C)n3n2)c1,i
COc1ccc(CNC(=O)[C@@H]2Cc3cn(Cc4ccncc4)c4cccc(c34)[C@H](CC(C)C)N2)cc1,i
CCOc1ccc(C(CC(=O)Nc2ccc(C(=O)OC)cc2)N2Cc3ccccc3C2=O)cc1OC (stereo unspecified),20%
COc1ccc(Cl)cc1-c1ccc2c(c1)C(=O)N1CCN(C(=O)[C@@H](O)c3ccccc3)C[C@H]1C(=O)N2,i

# Other records follow:
SMILES,Pf Dd2 inh
O=C(N1c2ccccc2CC1c1nnc(C2CCOCC2)o1)C1(c2ccccc2)CC1 (stereo unspecified),i
Cc1ccc(NC(=O)Cn2ccn3nc(-c4ccccc4)c(CO)c3c2=O)cc1Cl,3%
Cn1cnnc1CC1CCNC1 (stereo unspecified),15%
CN(Cc1cccn1C)C1CCCc2ccccc21 (stereo unspecified),?
CCc1nc2c(c(-c3ccc(OC)cc3)n1)CCN(CC1CCCCC1)CC2,-27%
CN(Cc1ccc2nonc2c1)C(=O)C1CCC(=O)N(Cc2ccc(Cl)cc2)C1 (stereo unspecified),i
Cc1cn2nc(C(=O)N3CCC(NC(=O)c4cc(Cl)ccc4F)CC3)cc2c(=O)[nH]1,?
CCn1cc(CN2CCCN(S(=O)(=O)c3ccccc3)CCC(=O)NCC2)c(C)n1,-18%
CNCc1ccc(OC)cc1,-2%[44.1 µM]
CN(C)[S+](=O)([O-])c1ccc2c(c1)OCCN(Cc1ccncc1)C2,-22%[44.1 µM]
CCOc1cc(C(=O)NCC(c2ccc(N(C)C)cc2)N2CCOCC2)cc(OCC)c1OCC (stereo unspecified),?
CCCCc1cc(C[C@H]2CNCC[C@H]2CC(=O)NCCNC(C)=O)no1,-13%[44.1 µM]
O=C(c1ccc(CN2C(=O)NC3(CCOCC3)C2=O)cc1)N1CCc2ccccc2C1,?
Cc1cccc(N2CCN(C(=O)c3cc4ccc5cccnc5c4[nH]3)CC2C)c1 (stereo unspecified),?
CCc1ccc(-c2[nH]nc3nc(-c4ccc(OC)cc4)cc(C(=O)NCCCOC)c23)cc1,i
O=C(Cc1cccs1)NCC1CCCCC(=O)N1 (stereo unspecified),-15%
Cc1csc2nc(COC(=O)c3ccccc3NC(=O)c3ccccc3Cl)cc(=O)n12,24%
O=C1CS(=O)(=O)C2(CCNCC2)N1c1ccccc1,3%
COC1CCC12CCN(C(=O)C1CCCC1)CC2 (stereo unspecified),-9%
CCOC(=O)c1c(NC(=O)COc2cccc(C)c2C)sc(C(C)=O)c1C,44%[activator]
CC1CCN(C(=O)CSc2nnc(-c3ccccc3Cl)o2)CC1,-13%
COCCNC(=O)[C@@H]1C[C@@H](O)CN1C1CCN(C(=O)Cc2ccccc2)CC1,?
CCOc1ccc(NC(=O)Cn2c(N3CCOCC3)nc(COC)cc2=O)cc1,-10%
COc1ccc(CCNC(=O)c2ccc(Cn3c(=O)c4ccccc4n(CC(=O)C(C)(C)C)c3=O)cc2)cc1OC,i
Cc1ccc(-c2cc(C(=O)N3CCC(c4cc(CC(=O)O)[nH]n4)CC3)n[nH]2)o1,-5%
CC(=O)N1CCc2c(sc3c2c(=O)n(-c2ccccc2)c(=O)n3CC(=O)Nc2cccc(C)c2)C1,-28%
CC(C)(C)c1cccc(CN2CCC3(CCNCC3)C2)c1O,10µM*
O=C(COc1ccccc1-n1cnnc1)NC1CCCc2c1[nH]c1ccccc21 (stereo unspecified),-18%
CC(C)C(=O)N1CCc2nnc([C@@H]3C[C@@H](O)CN3C)n2CC1,21%
CN1CC(=O)N(c2ccc(Cl)cc2)Cc2c(NCc3cccs3)ncnc21,i
